Screens (PubChem BioAssay)
IMPase inh = cell-permeable inhibitors of inositol monophosphatase (IMPase); inhibition (IP1 accumulation), % at 46.1 µM; P97697; CHO-M1 cells, IP1 accumulation, HTRF TR-FRET ratio; 120,000 tested, under 10 active; active = well fitted curve in the direction sought with a large enough effect in the signal ratio, not every such curve was filed as active; inconclusive = small, poorly fitted or top-dose-only effect, or a change in a side signal; inactive = no such curve, though single readings can be large or run the other way; the % refers to the signal ratio;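 note: cells stimulated with carbachol in lithium chloride buffer; plate controls were DMSO basal wells for no effect and reference inhibitor wells for full effect; higher means more IMPase inhibition seen as more IP1 and lower FRET ratio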
Target sequence (P97697 whole entry, looked up): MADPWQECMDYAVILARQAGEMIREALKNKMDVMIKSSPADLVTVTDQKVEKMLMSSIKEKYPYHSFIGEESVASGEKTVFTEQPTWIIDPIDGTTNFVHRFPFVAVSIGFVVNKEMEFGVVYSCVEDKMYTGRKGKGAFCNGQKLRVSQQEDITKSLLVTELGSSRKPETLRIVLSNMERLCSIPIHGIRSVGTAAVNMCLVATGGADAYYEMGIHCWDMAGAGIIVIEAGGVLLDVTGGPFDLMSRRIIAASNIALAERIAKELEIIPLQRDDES
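CHO-M1 cells (CHO stably expressing M1 receptor), compound up to 46 uM final, stimulated with carbachol (50 uM as added) in buffer with 50mM LiCl, pH 7.4, 30 min at 37C. Cytosolic IP1 read by TR-FRET; AC50 from Hill fits.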
12-hLO inh = blocks human 12-lipoxygenase activity; P18054; purified 12-hLO, xylenol orange hydroperoxide absorbance; Potency, µM (highest dose often 57.1 µM), for the others: at the highest dose activity change, negative = inhibition, actives largely listed as inhibitors; actives 0.12% (n = 150,000); note: potency is the fitted concentration of half-maximal effect; nearly all actives have a fitted effect of over 55% in size; many of its hits are not listed in these tables
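Purified human 12hLO (150 nM), preincubated 15 min with compound, then 40 uM arachidonic acid for 30 min, room temperature, Hepes pH 7.0 with 0.01% Triton X-100. Hydroperoxide detected by ferrous iron/xylenol orange; 573/405 nm absorbance ratio gives reaction progress.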
ALOX15B inhib = 15-hLO-2 (ALOX15B) enzyme inhibition; Potency, µM (highest dose often 57.1 µM), for inactives: top-dose activity change, negative = inhibition, actives largely listed as inhibitors; AID 881; O15296; actives 0.56% (n = 110,000); purified 15hLO-2, xylenol orange hydroperoxide absorbance; note: potency is the fitted concentration of half-maximal effect; nearly all actives have a fitted effect of over 60% in size; many of its hits are not listed in these tables
Target sequence (O15296 whole entry, looked up): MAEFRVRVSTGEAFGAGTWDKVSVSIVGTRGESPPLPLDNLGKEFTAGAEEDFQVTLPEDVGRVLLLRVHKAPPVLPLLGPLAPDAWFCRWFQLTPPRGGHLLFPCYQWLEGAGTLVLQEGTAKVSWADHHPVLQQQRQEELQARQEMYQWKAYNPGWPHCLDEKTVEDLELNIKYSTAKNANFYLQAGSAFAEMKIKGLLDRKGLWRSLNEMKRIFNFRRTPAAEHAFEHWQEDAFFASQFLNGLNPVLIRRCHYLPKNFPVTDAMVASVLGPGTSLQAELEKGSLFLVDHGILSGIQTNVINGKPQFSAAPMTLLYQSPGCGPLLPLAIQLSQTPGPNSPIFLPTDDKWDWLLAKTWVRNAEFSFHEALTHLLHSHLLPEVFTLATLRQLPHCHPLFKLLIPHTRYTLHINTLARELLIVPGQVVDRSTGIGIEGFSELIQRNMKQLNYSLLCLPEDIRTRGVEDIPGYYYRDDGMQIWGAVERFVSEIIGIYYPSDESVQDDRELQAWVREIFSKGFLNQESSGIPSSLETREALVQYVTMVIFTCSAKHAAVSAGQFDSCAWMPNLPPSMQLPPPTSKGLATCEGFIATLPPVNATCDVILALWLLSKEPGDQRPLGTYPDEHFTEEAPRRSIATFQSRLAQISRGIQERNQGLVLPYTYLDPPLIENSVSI
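Screening format was qHTS against 50 nM purified 15hLO-2 in Hepes pH 7.5 with detergent. Activity follows hydroperoxide formation from 45 uM arachidonic acid, measured as 573:405 nm absorbance ratio of the ferric-xylenol orange complex.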
PNC assembly inh = blocks assembly of the perinucleolar compartment; PC3M PTB-GFP, PNC prevalence imaging, 16 h; stronger effect = lower value; activity change (PNC), negative = inhibition, % at 10 µM; actives 3.1% (n = 140,000); AID 2417;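 active = readout at or below -70, meaning at least 70% loss of cells showing the perinucleolar compartment, a nuclear body marking cancer cells; inconclusive = readout between -30 and a set limit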;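 note: plate controls were DMSO wells for no effect and camptothecin positive control wells for full effect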
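PC3M cells stably expressing PTB-GFP, 750–1000 cells/well, treated 16 h at 37 °C with compound (23 nl of library stock), in duplicate. After paraformaldehyde fixation and Hoechst stain, imaged at 20x; PNC prevalence scored by image analysis.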
The depositor's hits bear a star; ? = inconclusive; . = not tested or not shown; [ ] = dose if it differs, or a comment. Unless noted, calls come from the whole dose curve; as a rule, active = well fitted curve in the direction sought with a large enough effect; inconclusive = small, poorly fitted or top-dose-only effect, or another doubt; inactive = no such curve, though single readings can be large; an effect the other way counts as inactive or inconclusive. Unless noted, % is set by controls: 0 for no effect and ±100 for the full control effect. A portion of the library. The share of hits here may be higher or lower than overall.

SMILES | IMPase inh | 12-hLO inh | ALOX15B inhib | PNC assembly inh
CC1CCCCC12NC(=O)N(CC(=O)Nc1sc3c(c1C(N)=O)CCC3)C2=O (stereo not given) | -4 | -19% | -9% | -7
O=C(O)Cc1sc(-c2ccc(Cl)cc2)nc1-c1ccccc1 | -16 | 4% | -12% | 21
c1ccc(CNc2ncnc3sc4c(c23)CCC4)nc1 | 6 | -11% | -5% | 2
COc1ccc(C(=S)N2CCCC2)cc1OC | 1 | 16% | -2% | 68
Cc1ccc(C(=O)N2CC(=O)Nc3ccccc32)o1 | . | 6% | . | -20
Cn1c(CO)nc2cc(N)ccc21 | 0 | -2% | -2% | 4
Cc1onc(-c2c(F)cccc2Cl)c1C(=O)Nc1nc2c(s1)CCCC2 | 5 | 1% | . | 91
O=C(Nc1ccc(-c2cn3ccsc3n2)cc1)c1ccc(F)c(S(=O)(=O)N2CCOCC2)c1 | 10 | -1% | 9% | -18
Cc1ccc(C)c(-n2c(-c3csc(C)c3)n[nH]c2=S)c1 | 0 | -11% | -29% | 23
Cc1ccc(CN2CCN(/N=C/c3cc(Br)ccc3O)CC2)cc1 | -4 | 3% | 43%[activator] | ?
COc1ccc2cc3cc(C(=O)NC(C)C)oc3nc2c1 | -19 | 0% | -12% | ?
CCOc1ccc(CNC(=O)C2CC(=O)N(C3CCCC3)C2)cc1OC (stereo not given) | 0 | 2% | 5% | 40
COc1ccc(CNC(=O)C(c2ccc(C)o2)N(Cc2cccs2)C(=O)Cc2cccs2)cc1 (stereo not given) | 8 | -2% | . | -29
CCOc1ccc(-c2nnc3n2N=C(c2ccc(OC)cc2)CS3)cc1 | 6 | 5% | 1% | 14
Cc1ccc(NC(=O)C(C)Sc2nnc(-c3cccnc3)n2-c2ccccc2)cc1 (stereo not given) | 4 | -1% | 0% | ?
CCC1=Nc2ccccc2-c2nnc(SC)nc2O1 | -7 | -4% | -10% | -20
O=C(NC1CCCCC1)C(c1ccc(F)cc1)N(Cc1ccco1)C(=O)CN1C(=O)c2ccccc2S1(=O)=O (stereo not given) | . | 0% | . | 9
N/C(Cc1cccc2ccccc12)=N\OC(=O)Cc1cccs1 | . | -1% | . | -21
Nc1c(C(=O)NCCc2ccccc2)nnn1Cc1ccccc1 | 0 | -3% | . | 430
O=C(Nc1ccc2c(c1)OC1(CCCC1)O2)C1CC1 | -4 | -1% | -6% | 18

Overlap with the part before: 3 compounds, then new ones.
SMILES | IMPase inh | 12-hLO inh | ALOX15B inhib | PNC assembly inh
N/C(Cc1cccc2ccccc12)=N\OC(=O)Cc1cccs1 | . | -1% | . | -21
Nc1c(C(=O)NCCc2ccccc2)nnn1Cc1ccccc1 | 0 | -3% | . | 430
O=C(Nc1ccc2c(c1)OC1(CCCC1)O2)C1CC1 | -4 | -1% | -6% | 18
CSc1ccccc1NC(=O)c1cc(C2CC2)on1 | 7 | -11% | -15% | -108*
Cc1ccc(NC(=O)CSc2ccc(C(N)=O)cc2[N+](=O)[O-])cc1 | -12 | -1% | . | -13
CCCn1c(SCC(=O)N2c3ccc(F)cc3CCC2C)nnc1-c1ccccn1 (stereo not given) | -6 | -3% | . | -119*
O=C(CN1C(=O)C2C3C=CC(C3)C2C1=O)OCC(=O)c1ccccc1 (stereo not given) | . | -3% | . | 5
COc1ccccc1NC(=O)c1sc2ncn(Cc3ccc(C)cc3)c(=O)c2c1C | 1[1.84 µM] | 3% | 2%[11.4 µM] | 17
Cc1cc(=O)oc(C)c1C(=O)NCc1ccccc1 | 11 | 9% | -1% | 47
Cc1ccc(CSCC(=O)Nc2c(C)n(C)n(-c3ccccc3)c2=O)cc1 | . | 1% | . | ?
N#C/C(=C(/O)COC(=O)CSc1ccc2ccccc2c1)c1nc2ccccc2[nH]1 | -6 | -1% | . | -80*
O=C(Nc1cccnc1)C1CCN(S(=O)(=O)c2cccc3nonc23)CC1 | 2 | -1% | -1% | -22
CCOC(=O)N1CCC(NC(=O)c2cc3c(-c4cccc(OC)c4)nn(C)c3s2)CC1 | 16 | -9% | 8% | -28
O=C(CCC(=O)c1ccc(F)cc1)Nc1cc(Cl)cc(Cl)c1 | 5 | -4% | -2% | 99
Cc1ccccc1OCC(=O)OCC(=O)Nc1cc(C(F)(F)F)ccc1N1CCOCC1 | -2 | 2% | . | -28
Nc1nc2c(nc(Cl)n2C2OC(CO)C(O)C2O)c(=O)[nH]1 (stereo not given) | . | 5% | 0% | .
CCC(=O)N(CC)C1=C(O)c2ccccc2C(=O)C1=O | 9 | -1% | ? | ?
COc1cc(=O)[nH]c(=O)n1C(=O)Cc1ccccc1 | -11 | -2% | 2% | 20
CC(C)(C)NS(=O)(=O)c1ccc(CCC(=O)NCc2ccco2)cc1 | 3 | -4% | -10% | -18
Cc1cc(Nc2nnnn2-c2ccccc2)n(-c2ccccc2)n1 | 5 | 0% | -3% | ?
Cc1nc2ccc(F)cc2cc1C(=O)NCC1CCCO1 (stereo not given) | 7 | -2% | 3% | -12
CNC(=S)N1CCN(c2ccc([N+](=O)[O-])cc2)CC1 | -9 | -22% | -26% | -8
COc1ccc(/C=C2\SC(=O)NC2=S)cc1OC | . | -12% | . | -14

4 of the compounds above, in markdown.
| SMILES | IMPase inh | 12-hLO inh | ALOX15B inhib | PNC assembly inh |
| --- | --- | --- | --- | --- |
| Cc1nc2ccc(F)cc2cc1C(=O)NCC1CCCO1 (stereo not given) | 7 | -2% | 3% | -12 |
| O=C(Nc1cccnc1)C1CCN(S(=O)(=O)c2cccc3nonc23)CC1 | 2 | -1% | -1% | -22 |
| COc1ccc2cc3cc(C(=O)NC(C)C)oc3nc2c1 | -19 | 0% | -12% | ? |
| Cc1cc(=O)oc(C)c1C(=O)NCc1ccccc1 | 11 | 9% | -1% | 47 |

Remaining list, next part
SMILES | IMPase inh | 12-hLO inh | ALOX15B inhib | PNC assembly inh
CCCS(=O)(=O)N1CCc2cc(OC)c(OC)cc2C1 | 2 | -3% | -8% | 21
CN(C)CCCNc1oc(-c2ccccc2)nc1C#N | 2 | 1% | 9% | 5
CC(C)(C)c1cc(C(=O)N2CCc3ccccc32)ccn1 | 11 | -1% | -4% | 39
Cc1cccc2nc(CSc3ccccc3C(=O)O)cn12 | 0 | -2% | . | -21
CCc1ccc(C(=O)NC(=S)Nc2ccc3c(c2)OCCO3)cc1 | -1 | 14µM* | . | 12
O=C(NC1CCCC1)c1ccc2nc(-c3ccco3)c(-c3ccco3)nc2c1 | 5 | -25% | -29% | ?
COc1cc(NC(=O)CN2c3ccccc3CC2C)cc(OC)c1OC (stereo not given) | 5 | -4% | -11% | -27
CC(C)CCn1c(=O)c(C(=O)N/N=C/c2cccc(F)c2)c(O)c2ccccc21 | . | -3% | . | -2
CCOC(=O)C(=CNCC(=O)O)C(=O)OCC | -10 | 2% | -7% | 36
C[C@H]1C[C@@H]2[C@H]([C@@H](O)C[C@@]3(C)[C@H]2CC[C@]3(O)C(=O)CO)[C@@]2(C)C=CC(=O)C=C12 | . | -5% | . | -4
CC(NC(=S)NCCc1ccccc1)C(c1cccs1)N1CCN(C)CC1 (stereo not given) | . | -1% | . | 60
O=C(NCc1ccccc1)c1ccc(Cn2cc(C(F)(F)F)ccc2=O)cc1 | 6 | 5% | . | 30
CN(Cc1ccco1)c1nc(-c2ccccc2Cl)nc2ccccc12 | . | -4% | 7% | .
CCOC(=O)c1ccc2ncc(C(=O)OCC)c(NCc3ccco3)c2c1 | 19 | -5% | 28% | -25
COC(=O)C1=C(COc2ccccc2)NC(=O)NC1c1ccc(Br)cc1 (stereo not given) | . | -5% | . | 27
Cn1c(=O)c2c(nc(N3CCc4ccccc4C3)n2Cc2ccccc2F)n(C)c1=O | -9[1.84 µM] | -1% | . | 11
CN1CCN(c2nc(N3CCN(c4ccccc4)CC3)ncc2F)CC1 | 31[activator] | -1% | 17% | 0
COc1ccc(C(=O)N/N=C2\SCC(=O)N2Cc2ccc3c(c2)OCO3)c(OC)c1 | 0 | 1% | . | -15
Cc1ccc(N=c2c([N+](=O)[O-])nn(-c3ccccc3)n2O)c(C)c1 | 2 | -12% | -22% | 6
CCOC(=O)c1c(NC(=O)c2ccc(N3C(=O)[C@@H]4[C@H](C3=O)[C@H]3C=C[C@@H]4C3)cc2)sc2c1CCCC2 | -7 | 2% | . | -16
CCCOc1ccc(-c2nnc(-c3ccco3)o2)cc1 | 4 | -4% | -17% | 12
O=C(CSc1nnc(C2CC2)n1Cc1ccccc1)c1ccc(S(=O)(=O)N2CCOCC2)cc1 | 8[1.84 µM] | 2% | -5%[11.4 µM] | ?
O=C1c2ccccc2C(=O)N1CCCCCc1nc(-c2ccccc2)no1 | 5 | -3% | 6% | ?
Cc1cc(C)n2nc3ccccc3c2n1 | -2 | -4% | -7% | -10
C=C1N(CCCCCC(=O)O)C(=O)OC12CCCCC2 | 5 | 5% | 0% | -1
O=C(NCCc1ccccn1)c1cc(-c2cccc3ccccc23)nc2ccccc12 | -8 | 0% | . | 31
CCCCC(=O)Nc1ccc(NC(=O)c2ccccc2[N+](=O)[O-])cc1OC | . | 0% | . | 91
CCN(CC)S(=O)(=O)N1CCC(C(=O)NCC2COc3ccccc3O2)CC1 (stereo not given) | -14 | 8% | . | 195
CCOC(=O)C1=C(C)NC(C)=C(C(=O)OCC)C1/C=C/c1ccccc1 | 17 | -2% | 9% | 48
O=C(COCC(=O)N/N=C/c1ccccc1F)N/N=C/c1ccccc1F | 1 | -9% | . | -9
C/C(=N/NC(=O)c1cccs1)c1ccc(NC(=O)COc2ccc(Cl)cc2Cl)cc1 | 6 | 4% | ? | 28
O=C(Nc1ccc(N2CCN(Cc3ccccc3Cl)CC2)cc1)c1cccnc1 | 16 | -3% | 6% | 22
NC(=O)C1(NC(=O)[C@@H]2CC3(CC(c4cccc(NC(=O)c5cc([N+](=O)[O-])cc([N+](=O)[O-])c5)c4)=NO3)CN2C(=O)c2ccccc2)CC1 (stereo not given in full) | -2 | 12% | -22% | 5
COc1ccc(Cc2nn3c(-c4ccccc4Br)nnc3s2)cc1 | 3 | -1% | -2% | ?
C=CCn1c(-c2cccc(OC)c2)n[nH]c1=S | . | 0% | . | -27
Cc1cc(NC(=O)C2CC(c3cccc(Br)c3)=NO2)no1 (stereo not given) | 4 | 1% | -2% | ?
CCCc1nc2oc3c(NCCOCCO)ncnc3c2c2c1COC(C)(C)C2 | -1 | -4% | 2% | -111*
CCOC(=O)C1=NN(c2ccccc2)C(c2ccccc2)CC1=O (stereo not given) | 9 | -1% | . | ?
CC(C)C(NS(=O)(=O)c1cccs1)C(=O)N1CCc2ccccc2C1 (stereo not given) | 5 | 7% | -3% | -27
O=C(NC1CCCCCC1)c1cccs1 | -2 | 6% | -4% | ?
CC(=O)CCc1ccc2oc(C(=O)O)c(C)c2c1 | 4 | -1% | 4% | 43
CC(C)(C)n1ncc2c(=O)n(Cc3ccc(Cl)cc3Cl)cnc21 | 13 | -4% | 0% | -27
Cn1c(N)c(C(=O)COC(=O)C2CCC(C(C)(C)C)CC2)c(=O)n(C)c1=O (stereo not given) | -7 | -2% | 3% | -17
CCN1CCN(CCCNC(=O)C2c3ccccc3C(=O)N(C)C2c2ccc(OC)cc2)CC1 (stereo not given) | 4 | 5% | 6% | -20
O=C(Nc1ccc2c(c1)oc1ccc(S(=O)(=O)N3CCCC3)cc12)C1CC1 | -4 | -3% | -6% | 28
COC(=O)CSc1nc2ccccc2c(=O)n1C | ? | 5% | -1% | -4
O=C(COC(=O)c1cccc(S(=O)(=O)N2CCc3ccccc3C2)c1)NCc1ccco1 | -1 | -6% | ? | -26
Cc1nn(-c2ccccc2)c(C)c1NC(=O)COc1ccc(Cl)cc1Cl | . | -1% | . | 13
